T cruzi intra – inhibitors of intracellular Trypanosoma cruzi; activity score (inhibition), % at 5.01 µM; AID 651903; actives 4.9% (n = 22,000); intracellular Trypanosoma cruzi in host cells, plate reader; in the data active = activity score above about 55%; inconclusive = no clear call, values can overlap the other calls;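 note: parasites and compound incubated about four days before reading; 0% = median of neutral control wells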
INS-1E ATP HTS – rescue of cytokine-induced death in INS-1E beta cells. INS-1E cytokine-induced death, ATP luminescence, 48 h; normalised: neutral wells 0, positive control 100. protection from cytokine-induced ATP loss, % at 10 µM. actives 0.1% (n = 20,000). AID 488910;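 active = mean replicate protection from cytokine-induced ATP loss at least 50% and at least 75% of replicates each reaching 50%; inconclusive = meets only one of the two criteria, mean or replicate share; inactive = fails both the mean and replicate share criteria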
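Assay system: INS-1E rat cells / Quantity: 8000 cells per well / Medium: RPMI without phenol red, 5% FBS / Probe or stimulus: three-cytokine cocktail (IFN-γ, TNF-α, IL-1β) / Dosing: one compound concentration, pin transfer / Timing: 48 h co-treatment, 10 min post-lysis read / Technique: CellTiter-Glo luminescence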
The depositor's hits bear a star; ? = inconclusive; . = no result given.

SMILES | T cruzi intra | INS-1E ATP HTS
Cc1noc(C)c1NC(=O)N(C)C[C@H]1Oc2ccc(NC(=O)CCCCCC(=O)Nc3ccccc3N)cc2CC(=O)N([C@@H](C)CO)C[C@@H]1C | -84 | -4
Cc1noc(C)c1NC(=O)N(C)C[C@H]1Oc2ccc(NS(=O)(=O)c3ccc(Cl)cc3)cc2CC(=O)N([C@H](C)CO)C[C@H]1C | -3 | 6
CC(C)NC(=O)Nc1ccc2c(c1)CC(=O)N([C@@H](C)CO)C[C@@H](C)[C@@H](CN(C)Cc1ccc3c(c1)OCO3)O2 | -1 | 4
C[C@@H]1CCCCO[C@@H](CN(C)C(=O)Cc2ccccc2)[C@@H](C)CN([C@H](C)CO)C(=O)c2cc(NC(=O)CCC(F)(F)F)ccc2O1 | -1 | 8
Cc1cccc(CN(C)C[C@H]2OCc3cn(nn3)CCCC(=O)N([C@H](C)CO)C[C@H]2C)c1 | -5 | 1
C[C@H](CO)N1C[C@H](C)[C@@H](CN(C)C(=O)NC2CCCCC2)Oc2c(NC(=O)c3ccc(-c4nccs4)cc3)cccc2C1=O | -17 | 8
C[C@H]1CN([C@@H](C)CO)C(=O)c2cc(NC(=O)CCC(F)(F)F)ccc2O[C@@H]1CN(C)C(=O)Nc1ccc(C(F)(F)F)cc1 | -9 | 0
C[C@H]1CN([C@@H](C)CO)C(=O)Cc2cc(NC(=O)CCC(F)(F)F)ccc2O[C@H]1CN(C)C(=O)NC1CCCCC1 | -35 | 22
C[C@@H]1CCCCO[C@H](CN(C)C(=O)NC2CCCCC2)[C@@H](C)CN([C@H](C)CO)C(=O)c2cc(NC(=O)c3ccccc3)ccc2O1 | 6 | -3
COc1ccc(S(=O)(=O)N(C)C[C@H]2OCCCC[C@@H](C)Oc3ccc(NC(=O)CCCCCC(=O)Nc4ccccc4N)cc3C(=O)N([C@H](C)CO)C[C@@H]2C)cc1 | -19 | 3
C[C@H](CO)N1C[C@H](C)[C@@H](CN(C)Cc2ccc3c(c2)OCO3)Oc2ccc(NS(=O)(=O)c3cn(C)cn3)cc2C1=O | 5 | 7
CC(C)COC(=O)N(C)C[C@H]1OCc2cn(nn2)CCCC(=O)N([C@H](C)CO)C[C@H]1C | -6 | .
C[C@H]1CN([C@@H](C)CO)C(=O)c2cc(NC(=O)Nc3ccc4c(c3)OCO4)ccc2O[C@@H]1CN(C)C(=O)Nc1cccc2ccccc12 | 3 | -1
Cc1ccc(S(=O)(=O)N(C)C[C@@H]2Oc3ccc(NC(=O)CCC(F)(F)F)cc3C(=O)N([C@H](C)CO)C[C@H]2C)cc1 | 6 | -5
COc1ccc(CN(C)C[C@@H]2Oc3c(NC(=O)Nc4ccc5c(c4)OCO5)cccc3C(=O)N([C@H](C)CO)C[C@H]2C)cc1 | 16 | -13
C[C@@H]1CN([C@H](C)CO)C(=O)c2cc(NC(=O)Cc3cn(C)c4ccccc34)ccc2O[C@@H]1CN(C)Cc1ccncc1 | -9 | 4
Cc1noc(C)c1NC(=O)N(C)C[C@H]1Oc2ccc(NS(=O)(=O)c3cccs3)cc2CC(=O)N([C@H](C)CO)C[C@H]1C | -26 | 4
C[C@@H]1CN([C@@H](C)CO)C(=O)c2cccc(NC(=O)NC3CCCCC3)c2O[C@@H]1CN(C)C(=O)NC1CCCCC1 | 27 | -3
C[C@@H]1CN([C@@H](C)CO)C(=O)Cc2cc(NC(=O)Nc3ccc4c(c3)OCO4)ccc2O[C@@H]1CN(C)C(=O)Nc1ccc2c(c1)OCO2 | -4 | 6
COc1ccc(NC(=O)Nc2ccc3c(c2)CC(=O)N([C@@H](C)CO)C[C@H](C)[C@@H](CN(C)C(=O)Nc2ccc(C(F)(F)F)cc2)O3)cc1 | 5 | 3
Cc1ccc(S(=O)(=O)Nc2ccc3c(c2)C(=O)N([C@H](C)CO)C[C@@H](C)[C@@H](CN(C)CC2CCCCC2)O3)cc1 | 14 | -6
Cc1ccc(S(=O)(=O)Nc2ccc3c(c2)C(=O)N([C@H](C)CO)C[C@H](C)[C@@H](CN(C)CC2CC2)OCCCC[C@@H](C)O3)cc1 | 3 | -1
C[C@@H]1CN([C@@H](C)CO)C(=O)c2cc(NC(=O)CCC(F)(F)F)ccc2O[C@@H]1CN(C)S(=O)(=O)c1cn(C)cn1 | 0 | -4
C[C@@H]1CN([C@@H](C)CO)C(=O)Cc2cc(NS(=O)(=O)c3ccccc3)ccc2O[C@@H]1CN(C)S(=O)(=O)c1cn(C)cn1 | -21 | 7
COc1ccc(NC(=O)N(C)C[C@@H]2Oc3ccc(NC(=O)Nc4ccc(F)cc4)cc3CC(=O)N([C@@H](C)CO)C[C@@H]2C)cc1 | -11 | -6
COc1ccc(S(=O)(=O)Nc2cccc3c2O[C@@H](CN(C)Cc2ccccc2)[C@@H](C)CN([C@H](C)CO)C3=O)cc1 | -1 | -7
C[C@@H]1CN([C@@H](C)CO)C(=O)CCCn2cc(nn2)CO[C@H]1CN(C)C(=O)Oc1ccccc1 | -2 | 2
C[C@@H]1CN([C@H](C)CO)C(=O)c2cc(NS(=O)(=O)c3cn(C)cn3)ccc2O[C@@H]1CN(C)CC1CCCCC1 | -6 | 7
Cc1noc(C)c1NC(=O)N(C)C[C@@H]1Oc2ccc(NC(=O)CCN3CCOCC3)cc2C(=O)N([C@H](C)CO)C[C@@H]1C | 8 | -1
COc1ccc(S(=O)(=O)Nc2ccc3c(c2)C(=O)N([C@H](C)CO)C[C@@H](C)[C@@H](CN(C)C(=O)Nc2ccc4c(c2)OCO4)O3)cc1 | -6 | -4
C[C@@H]1CN([C@@H](C)CO)C(=O)c2cc(NC(=O)CCCN(C)C)ccc2O[C@@H]1CN(C)CC1CCCCC1 | -27 | -3
C[C@@H]1CN([C@@H](C)CO)C(=O)c2cc(NC(=O)Cc3ccccc3)ccc2O[C@@H]1CN(C)S(C)(=O)=O | -23 | 4
C[C@H](CO)N1C[C@H](C)[C@H](CN(C)S(=O)(=O)c2ccc(Cl)cc2)Oc2ccc(NC(=O)NC3CCCCC3)cc2C1=O | 15 | -11
Cc1ccc(S(=O)(=O)N(C)C[C@@H]2Oc3ccc(NC(=O)Nc4ccc(C(F)(F)F)cc4)cc3CC(=O)N([C@@H](C)CO)C[C@@H]2C)cc1 | ? | -57
Cc1noc(C)c1S(=O)(=O)Nc1ccc2c(c1)C(=O)N([C@@H](C)CO)C[C@H](C)[C@@H](CN(C)C(=O)NC1CCCCC1)O2 | -23 | .
C[C@@H]1CN([C@H](C)CO)C(=O)c2cc(NC(=O)C3CC3)ccc2O[C@H]1CN(C)C(=O)Nc1cccc2ccccc12 | -13 | 9
C[C@H]1CN([C@@H](C)CO)C(=O)Cc2cc(NC(=O)Nc3ccc4c(c3)OCO4)ccc2O[C@@H]1CN(C)Cc1ccc(C(=O)O)cc1 | -22 | -2
C[C@@H]1CN([C@@H](C)CO)C(=O)c2cc(NS(=O)(=O)c3cn(C)cn3)ccc2O[C@@H]1CN(C)Cc1ccc(Oc2ccccc2)cc1 | 0 | .
C[C@@H]1CN([C@H](C)CO)C(=O)Cc2cc(NS(=O)(=O)c3ccc(F)cc3)ccc2O[C@H]1CN(C)C(=O)Nc1ccc2c(c1)OCO2 | -16 | 6
C[C@@H]1CN([C@H](C)CO)C(=O)c2cc(NS(=O)(=O)c3ccc(F)cc3)ccc2O[C@H]1CN(C)S(=O)(=O)c1ccc(Cl)cc1 | -6 | -7

Random excerpt: six entries already listed
SMILES | T cruzi intra | INS-1E ATP HTS
COc1ccc(S(=O)(=O)N(C)C[C@H]2OCCCC[C@@H](C)Oc3ccc(NC(=O)CCCCCC(=O)Nc4ccccc4N)cc3C(=O)N([C@H](C)CO)C[C@@H]2C)cc1 | -19 | 3
C[C@@H]1CN([C@H](C)CO)C(=O)c2cc(NS(=O)(=O)c3ccc(F)cc3)ccc2O[C@H]1CN(C)S(=O)(=O)c1ccc(Cl)cc1 | -6 | -7
C[C@H]1CN([C@@H](C)CO)C(=O)c2cc(NC(=O)CCC(F)(F)F)ccc2O[C@@H]1CN(C)C(=O)Nc1ccc(C(F)(F)F)cc1 | -9 | 0
C[C@@H]1CN([C@H](C)CO)C(=O)c2cc(NC(=O)C3CC3)ccc2O[C@H]1CN(C)C(=O)Nc1cccc2ccccc12 | -13 | 9
C[C@@H]1CN([C@H](C)CO)C(=O)c2cc(NC(=O)Cc3cn(C)c4ccccc34)ccc2O[C@@H]1CN(C)Cc1ccncc1 | -9 | 4
C[C@@H]1CN([C@@H](C)CO)C(=O)Cc2cc(NS(=O)(=O)c3ccccc3)ccc2O[C@@H]1CN(C)S(=O)(=O)c1cn(C)cn1 | -21 | 7

(cont.)
SMILES | T cruzi intra | INS-1E ATP HTS
C[C@H](CO)N1C[C@H](C)[C@@H](CN(C)C(=O)Nc2ccc3c(c2)OCO3)Oc2c(NC(=O)Nc3cccc4ccccc34)cccc2C1=O | -38 | -4
C[C@@H]1CN([C@@H](C)CO)C(=O)c2cc(NC(=O)Nc3ccc(C(F)(F)F)cc3)ccc2O[C@@H]1CN(C)C(=O)Nc1cccc2ccccc12 | -7 | -5
COc1ccc(NC(=O)Nc2ccc3c(c2)C(=O)N([C@@H](C)CO)C[C@@H](C)[C@@H](CN(C)S(C)(=O)=O)O3)cc1 | -2 | 2
Cc1noc(C)c1S(=O)(=O)Nc1ccc2c(c1)C(=O)N([C@H](C)CO)C[C@H](C)[C@H](CN(C)Cc1ccc(C(F)(F)F)cc1)OCCCC[C@@H](C)O2 | 52 | -18
C[C@H](CO)N1C[C@H](C)[C@@H](CN(C)C(=O)NC2CCCCC2)Oc2ccc(NS(C)(=O)=O)cc2C1=O | -25 | 8
C[C@H](CO)N1C[C@H](C)[C@@H](CN(C)C(=O)NC2CCCCC2)OCc2cn(nn2)CCCC1=O | -2 | .
COC(=O)CCCCCCC(=O)N/N=C/CCC1CCCCC1 | 1 | 4
Cc1noc(C)c1S(=O)(=O)Nc1ccc2c(c1)CC(=O)N([C@@H](C)CO)C[C@H](C)[C@@H](CN(C)C(=O)Nc1cccc3ccccc13)O2 | -3 | 1
COc1ccc(NC(=O)N(C)C[C@@H]2Oc3c(NS(=O)(=O)c4ccc(Cl)cc4)cccc3C(=O)N([C@H](C)CO)C[C@H]2C)cc1 | -11 | 5
Cc1noc(C)c1NC(=O)N(C)C[C@H]1Oc2c(NC(=O)Nc3ccc(F)cc3)cccc2C(=O)N([C@H](C)CO)C[C@@H]1C | -13 | 6
C[C@@H]1CN([C@H](C)CO)C(=O)c2cccc(NC(=O)Nc3ccc(C(F)(F)F)cc3)c2O[C@H]1CN(C)C(=O)Nc1ccc(F)cc1 | -24 | -15
C[C@@H]1CN([C@@H](C)CO)C(=O)c2cc(NS(=O)(=O)c3ccc(Cl)cc3)ccc2O[C@@H]1CN(C)Cc1ccc(-c2ccccc2)cc1 | 69* | -52
COc1ccc(NC(=O)N(C)C[C@H]2Oc3c(NS(=O)(=O)c4ccc(F)cc4)cccc3C(=O)N([C@H](C)CO)C[C@H]2C)cc1 | 26 | 5
C[C@H]1CN([C@@H](C)CO)C(=O)c2cc(NC(=O)Nc3ccc(F)cc3)ccc2O[C@H]1CN(C)S(=O)(=O)c1ccc(F)cc1 | 9 | 13
C[C@@H]1CN([C@H](C)CO)C(=O)CCCn2cc(nn2)CO[C@@H]1CN(C)C(=O)Nc1cccc2ccccc12 | -12 | .
C[C@@H]1CN([C@H](C)CO)C(=O)Cc2cc(NC(=O)CCN3CCOCC3)ccc2O[C@H]1CN(C)Cc1ccc(C(F)(F)F)cc1 | -8 | 12
COc1ccc(NC(=O)Nc2ccc3c(c2)C(=O)N([C@H](C)CO)C[C@H](C)[C@H](CN(C)Cc2ccc(C(=O)O)cc2)OCCCC[C@@H](C)O3)cc1 | -29 | 6
Cc1noc(C)c1S(=O)(=O)Nc1ccc2c(c1)C(=O)N([C@H](C)CO)C[C@H](C)[C@@H](CN(C)C)OCCCC[C@@H](C)O2 | -13 | 2
C[C@H]1CN([C@@H](C)CO)C(=O)c2cc(N(C)C)ccc2O[C@@H]1CN(C)Cc1ccc(Oc2ccccc2)cc1 | 14 | 0
O=C(CCCCCCC(=O)Nc1ccccc1O)N/N=C/c1cccc(B(O)O)c1 | -6 | -8
C[C@H]1CN([C@@H](C)CO)C(=O)c2cccc(NC(=O)Nc3cccc4ccccc34)c2O[C@@H]1CN(C)C(=O)Nc1ccc(C(F)(F)F)cc1 | 13 | -7
C[C@H]1CN([C@@H](C)CO)C(=O)Cc2cc(NC(=O)Nc3ccc(C(F)(F)F)cc3)ccc2O[C@H]1CN(C)S(=O)(=O)c1ccccc1 | 29 | -25
CC(C)NC(=O)N(C)C[C@H]1Oc2ccc(NS(=O)(=O)c3ccccc3)cc2C(=O)N([C@@H](C)CO)C[C@H]1C | -14 | .
C[C@H](CO)N1C[C@H](C)[C@@H](CN(C)S(=O)(=O)c2ccc(Cl)cc2)Oc2c(NC(=O)Nc3cccc4ccccc34)cccc2C1=O | 15 | -4
C[C@@H]1CN([C@@H](C)CO)C(=O)Cc2cc(NC(=O)Cn3cnnn3)ccc2O[C@@H]1CN(C)S(=O)(=O)c1ccc(F)cc1 | -45 | 14
C[C@@H]1CN([C@H](C)CO)C(=O)c2cc(N(C)C)ccc2O[C@@H]1CN(C)Cc1ccc(C(F)(F)F)cc1 | -2 | -8

Look-ups from the list:
T cruzi intra, C[C@H]1CN([C@@H](C)CO)C(=O)Cc2cc(NC(=O)Nc3ccc(C(F)(F)F)cc3)ccc2O[C@H]1CN(C)S(=O)(=O)c1ccccc1 : 29
T cruzi intra, C[C@H](CO)N1C[C@H](C)[C@@H](CN(C)C(=O)NC2CCCCC2)Oc2c(NC(=O)c3ccc(-c4nccs4)cc3)cccc2C1=O : -17

Only part of the results is shown, so the mix of outcomes need not match the whole.
